yeast mec2-1 = NCI yeast anticancer drug screen, S. cerevisiae mec2-1 strain | % growth inhibition at 50 µM | 79,000 tested, 9% active | AID 157, 2004;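 note: 0% = growth of vehicle-only cultures of the same strain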
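Compounds were applied to mec2-1 yeast cells. Their growth was then compared with that of vehicle-treated cultures to give growth inhibition.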
yeast bub3 = NCI yeast anticancer drug screen, S. cerevisiae bub3 mutant strain | growth inhibition, % at 50 µM | 78,000 tested, 9.9% active;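 note: 0% = growth of vehicle-only cultures of the same strain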
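Mutant yeast screening strain plus compound; vehicle-treated cultures serve as the 0% inhibition reference.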
yeast cln2 rad14 = NCI yeast anticancer drug screen, S. cerevisiae cln2 rad14 strain; growth inhibition, % at 50 µM; 78,000 tested, 8.3% active; AID 165, 2004;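 note: 0% = growth of vehicle-only cultures of the same strain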
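Relative to vehicle controls, growth inhibition of compound-treated cln2 rad14 yeast was recorded.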
rad50 = NCI yeast anticancer drug screen, S. cerevisiae rad50 strain. growth inhibition, % at 50 µM. 79,000 tested, 10% active;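 note: 0% = growth of vehicle-only cultures of the same strain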
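Relative growth inhibition (compound vs vehicle) was measured in yeast with a defined repair-gene alteration.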
yeast sgs1 mgt1 = NCI yeast anticancer drug screen, S. cerevisiae sgs1 mgt1 strain; growth inhibition, % at 50 µM; 78,000 tested, 10% active;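 note: 0% = growth of vehicle-only cultures of the same strain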
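Mutant yeast exposed to compound; growth scored against vehicle-only wells.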
yeast mlh1 rad18 = NCI yeast anticancer drug screen, S. cerevisiae mlh1 rad18 strain | growth inhibition, % at 50 µM | 79,000 tested, 11% active;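 note: 0% = growth of vehicle-only cultures of the same strain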
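Read-out is yeast growth inhibition, calculated against vehicle-only controls. The compound was applied to a strain engineered with DNA damage repair alterations.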
* marks the source's active call; other numbers are inactive results. Cut-off read from the data, not from the text of the source: active = growth inhibition above about 70%; inactive = the rest.

Preview, two compounds:
1: Cc1cc2c(c(C(=O)NCC(=O)O)c1)Oc1c(cc(C)cc1C(=O)NCC(=O)O)S2
2: CC(C)C1NC(=O)CC(c2ccccc2)N(N=O)C1c1ccccc1 (centres undefined)
compound no.	1	2
yeast mec2-1	20	-9
yeast bub3	-30	-6
yeast cln2 rad14	15	-15
rad50	-17	-29
yeast sgs1 mgt1	-5	-5
yeast mlh1 rad18	21	-17

The listing, from the first entry:
1: Cc1cc2c(c(C(=O)NCC(=O)O)c1)Oc1c(cc(C)cc1C(=O)NCC(=O)O)S2
2: CC(C)C1NC(=O)CC(c2ccccc2)N(N=O)C1c1ccccc1 (centres undefined)
3: CCC(C)N=C1NS(=O)(=O)c2ccccc21 (centres undefined)
4: CC(=O)NC(Cc1ccccc1)C(=S)N1CCCC1 (centres undefined)
5: CCOc1ccc([N+](=O)[O-])cc1[N+](=O)[O-]
6: CCCCNCC(=O)Nc1ccc(C(=O)OC(C)C)cc1
7: COC1C2C[C@@H](O)CCC2C(C(=O)OCCl)C[C@H]1O (some centres undefined)
8: O=C(CCl)N1CCN(c2ccccc2)CC1
compound no.	1	2	3	4	5	6	7	8
yeast mec2-1	20	-9	-3	-22	2	-18	-7	11
yeast bub3	-30	-6	-9	-16	-26	11	-11	1
yeast cln2 rad14	15	-15	33	-6	-56	-35	-27	17
rad50	-17	-29	10	-7	43	-2	-12	-21
yeast sgs1 mgt1	-5	-5	-2	-8	-11	-6	-11	-1
yeast mlh1 rad18	21	-17	8	-25	-3	-2	-30	-17

9: COc1ccc(Cc2nc3ccc(Cl)cc3[nH]2)cc1
10: CCOC(=O)CCc1c[nH]c2ccccc12
11: COc1ccccc1CO
12: Cc1cc(=O)n(-c2ccccc2C)c(C)n1
13: O=C(O)/C(=C\c1ccc(F)cc1)c1ccccc1
14: C1=CCOCOC1
15: O=C(Cc1cccc2c(=O)cc(-c3ccccc3)oc12)OCCN1CCOCC1
16: NC(Cc1c[nH]c2ccc([N+](=O)[O-])cc12)C(=O)O (centres undefined)
compound no.	9	10	11	12	13	14	15	16
yeast mec2-1	76*	-17	-14	-24	65	-24	31	-29
yeast bub3	84*	0	14	-9	71*	-9	27	-49
yeast cln2 rad14	66	-10	14	8	39	-8	7	2
rad50	77*	-12	1	-18	48	-2	19	16
yeast sgs1 mgt1	82*	-10	4	-1	12	-2	1	-25
yeast mlh1 rad18	87*	-4	-1	-7	50	-38	29	-8

Complete entries, quoted from the list. Order of screens: yeast mec2-1 | yeast bub3 | yeast cln2 rad14 | rad50 | yeast sgs1 mgt1 | yeast mlh1 rad18
O=C(O)/C(=C\c1ccc(F)cc1)c1ccccc1 across the screens: 65 | 71* | 39 | 48 | 12 | 50
COc1ccccc1CO across the screens: -14 | 14 | 14 | 1 | 4 | -1
C1=CCOCOC1 across the screens: -24 | -9 | -8 | -2 | -2 | -38
O=C(Cc1cccc2c(=O)cc(-c3ccccc3)oc12)OCCN1CCOCC1 across the screens: 31 | 27 | 7 | 19 | 1 | 29
COc1ccc(Cc2nc3ccc(Cl)cc3[nH]2)cc1 across the screens: 76* | 84* | 66 | 77* | 82* | 87*

The listing continues:
17: CCC1C(OC)=CC2(CC)CC1(OC)OC2=O (centres undefined)
18: O=c1c2cc([N+](=O)[O-])ccc2[nH]n1Cc1ccccc1Cl
19: O=NNc1ccc(S(=O)(=O)c2ccc3ccccc3c2)cn1
20: Cc1ccc(C(=O)CSc2cc(C)[o+]c(C)c2)cc1
21: NC1=NN(c2ccccc2)C(=O)C1
22: O=c1nc2n(cc1/C=C\Br)C1CC(O)C(CO2)O1 (centres undefined)
23: CCN(CC)CC(=O)Nc1c(C(N)=O)nnn1Cc1cc(Cl)c(C(=O)c2ccc(Cl)cc2)c(Cl)c1
24: O=C(O)CCc1nc2ccccc2[nH]1
compound no.	17	18	19	20	21	22	23	24
yeast mec2-1	0	12	13	32	0	-25	-14	-5
yeast bub3	7	7	-26	41	-3	-2	16	-44
yeast cln2 rad14	-2	15	-9	6	-46	13	8	39
rad50	-5	0	32	-8	23	-51	42	-9
yeast sgs1 mgt1	-1	-4	-25	26	11	-24	5	-24
yeast mlh1 rad18	-3	-4	-88	52	31	-24	-36	-1

25: Cc1c(F)c(C)c(C(=O)O)c(C)c1F
26: CC1(C)CC(O)C(C)(C)O1 (centres undefined)
27: COc1ccc(OC)c(C(=O)c2ccccc2C(=O)O)c1
28: Cc1cc(=O)cc(C)n1-c1ccccc1
29: COc1cc2c(c(Cl)c1O)C(=O)OC2
30: Cc1ccc(C=O)s1
31: COc1ccccc1NC(=O)CC(=O)N/N=C/c1ccc(N(CCC#N)S(=O)(=O)c2ccccc2)cc1
32: Cc1[nH]c2ccc([N+](=O)[O-])cc2c1C
compound no.	25	26	27	28	29	30	31	32
yeast mec2-1	100*	-5	-3	-6	-8	-47	1	-5
yeast bub3	99*	2	10	12	-7	-3	-16	25
yeast cln2 rad14	99*	-15	-32	0	4	-8	10	26
rad50	99*	2	-6	12	-4	-24	-48	19
yeast sgs1 mgt1	100*	-29	-3	-15	13	-46	-21	32
yeast mlh1 rad18	100*	-14	-1	19	17	-4	-14	38

33: C/C=C/C(=O)OCCOc1ccccc1-c1ccccc1
34: COc1ccc(N2N=C(C)CCC2=O)cc1
35: CCCCCCCCNC(=S)/N=C/c1c(O)c2ccccc2oc1=O
36: CC1=C(C)SC(=C2Sc3nc(O)[nH]c(=O)c3S2)S1
37: O=C1c2cc3c(cc2C(=O)c2[nH]c(=O)ccc21)CCCC3
38: C[N+](C)(C)C1(Cc2ccccc2)c2ccccc2-c2ccc(Cl)cc21 (centres undefined)
39: CC1=CC(=O)/C(=C/N2C(=S)NC(=O)/C2=C/c2cccc([N+](=O)[O-])c2)C(=O)O1
40: CCCCCCNC(=O)/C(=C/C=C/c1ccccc1)NC(=O)c1ccccc1
compound no.	33	34	35	36	37	38	39	40
yeast mec2-1	16	-21	-26	19	26	5	-25	-12
yeast bub3	25	-26	18	-18	33	-7	-13	12
yeast cln2 rad14	-16	-28	-8	34	1	-16	10	20
rad50	16	-25	-10	31	12	29	-19	-29
yeast sgs1 mgt1	4	-15	34	33	16	21	-26	-11
yeast mlh1 rad18	20	-11	16	25	36	6	-30	-24

Reformatted with each value named: three of the compounds above.
23) CCN(CC)CC(=O)Nc1c(C(N)=O)nnn1Cc1cc(Cl)c(C(=O)c2ccc(Cl)cc2)c(Cl)c1
  yeast mec2-1: -14
  yeast bub3: 16
  yeast cln2 rad14: 8
  rad50: 42
  yeast sgs1 mgt1: 5
  yeast mlh1 rad18: -36

13) O=C(O)/C(=C\c1ccc(F)cc1)c1ccccc1
  yeast mec2-1: 65
  yeast bub3: 71*
  yeast cln2 rad14: 39
  rad50: 48
  yeast sgs1 mgt1: 12
  yeast mlh1 rad18: 50

29) COc1cc2c(c(Cl)c1O)C(=O)OC2
  yeast mec2-1: -8
  yeast bub3: -7
  yeast cln2 rad14: 4
  rad50: -4
  yeast sgs1 mgt1: 13
  yeast mlh1 rad18: 17

Look-ups from the list.
cpd 39 in rad50 = -19
cpd 33 in yeast mec2-1 = 16
cpd 40 in yeast mec2-1 = -12

High-throughput results from PubChem BioAssay.
